ATG4B inhibitor – ATG4B protease inhibitors, primary screen, biochemical, fluorescence, uHTS; AID 504462, 2011; ATG4B cleavage of LC3-PLA2, NBD-HPC fluorescence, 1 h; Cysteine protease ATG4B (Homo sapiens), Q9Y4P1; actives 0.51% (n = 340,000); inhibition, % at 8.33 µM; in the data active means inhibition above about 40%
mIAP activ – activators of mouse IAP, primary screen, biochemical, luminescence, uHTS; activation factor at 10 µM; actives 0.24% (n = 330,000); AID 2805, 2010; muIAP, CDP-Star luminescence, 30 min; active compounds read high; 1 = vehicle-only enzyme signal, 0 = enzyme-free wells;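 active means activation factor of at least 2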; further: the source names both 10 and 20 µM as test concentration; values of inactives mirror those of a sister screen read the other way
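Assay system: mouse IAP enzyme; reagent: chemiluminescent substrate CDP-Star; dosing: test compounds delivered from DMSO solution; schedule: 30 min at room temperature; measured by: luminescence from enzymatic CDP-Star hydrolysis; controls: DMSO-only wells and no-enzyme negative control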
PfG6PD inh – PfG6PD enzyme inhibitors, primary screen, biochemical, fluorescence intensity, uHTS. glucose-6-phosphate dehydrogenase-6-phosphogluconolactonase (Plasmodium falciparum 3D7). PfGluPho enzyme, NADPH resazurin-diaphorase fluorescence. inhibition, % at 20 µM. actives 0.78% (n = 350,000);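 active means inhibition reaching at least a set limit at 20 µM in the primary screen, cut at about 59% in these data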;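 further: 0% = DMSO wells with substrate and 100% = DMSO wells lacking glucose-6-phosphate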
hIAP act – human IAP activators, primary screen, biochemical, luminescence, uHTS; actives 0.16% (n = 330,000); AID 2524, 2010; activation factor at 10 µM; purified human IAP, CDP-Star luminescence, 30 min; active compounds read high; 1 = vehicle-only enzyme, 0 = enzyme-free background; Intestinal-type alkaline phosphatase (Homo sapiens), P09923;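 active means activation factor of the enzyme at least 2-fold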; further: the source names both 10 and 20 µM as test concentration; values of inactives mirror those of a sister screen read the other way
Target sequence (P09923 whole entry, looked up): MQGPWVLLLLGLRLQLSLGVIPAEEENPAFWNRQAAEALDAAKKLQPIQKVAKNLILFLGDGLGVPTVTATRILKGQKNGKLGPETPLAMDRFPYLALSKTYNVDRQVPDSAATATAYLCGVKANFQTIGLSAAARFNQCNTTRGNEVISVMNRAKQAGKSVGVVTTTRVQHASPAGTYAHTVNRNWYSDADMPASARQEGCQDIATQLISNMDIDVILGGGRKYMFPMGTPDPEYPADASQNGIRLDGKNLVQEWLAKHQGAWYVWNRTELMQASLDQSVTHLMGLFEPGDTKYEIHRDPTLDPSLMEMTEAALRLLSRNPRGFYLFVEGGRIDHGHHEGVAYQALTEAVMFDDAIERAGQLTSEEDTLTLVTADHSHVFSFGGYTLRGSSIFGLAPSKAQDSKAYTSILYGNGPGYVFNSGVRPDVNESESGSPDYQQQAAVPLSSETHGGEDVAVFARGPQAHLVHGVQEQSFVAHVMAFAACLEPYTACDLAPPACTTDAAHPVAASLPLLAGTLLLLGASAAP
hIAP inh – human IAP inhibitors, primary screen, biochemical, luminescence, uHTS; Intestinal-type alkaline phosphatase (Homo sapiens), P09923; purified IAP, CDP-Star luminescence, 30 min; inhibition, % at 10 µM; actives 0.12% (n = 330,000); AID 2544, 2010;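 active means inhibition reaching a set limit with compound at 10 µM in the primary screen, cut at about 35% in these data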;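 further: plate controls were DMSO wells with enzyme for no effect and no-enzyme buffer wells for full effect; values of inactives mirror those of a sister screen read the other way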
mIAP inh – inhibitors of mouse IAP, primary screen, biochemical, luminescence, uHTS; purified mouse IAP, CDP-Star luminescence, 30 min; AID 2806, 2010; inhibition, % at 10 µM; actives 0.2% (n = 330,000);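 active means inhibition of at least 40% at 10 µM in the primary screen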;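 further: plate controls were DMSO with enzyme for no effect and no enzyme wells for full effect; values of inactives mirror those of a sister screen read the other way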
APOBEC3A inh – APOBEC3A ssDNA deaminase inhibitors, primary screen, selectivity assay for APOBEC3G inhibitor project, biochemical, FAM/TAMRA oligo cleavage fluorescence | DNA dC->dU-editing enzyme APOBEC-3A (Homo sapiens), P31941 | actives 0.41% (n = 330,000) | inhibition, % at 20 µM | recombinant A3A, FAM/TAMRA ssDNA deamination fluorescence;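 active means at least 40% inhibition at 20 µM here, with at most 30% in a related deaminase screen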;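 further: plate controls were A3A with DMSO for no effect and wells lacking A3A enzyme for full effect; some results filed as inactive read as strong as hits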
Target sequence (P31941 whole entry, looked up): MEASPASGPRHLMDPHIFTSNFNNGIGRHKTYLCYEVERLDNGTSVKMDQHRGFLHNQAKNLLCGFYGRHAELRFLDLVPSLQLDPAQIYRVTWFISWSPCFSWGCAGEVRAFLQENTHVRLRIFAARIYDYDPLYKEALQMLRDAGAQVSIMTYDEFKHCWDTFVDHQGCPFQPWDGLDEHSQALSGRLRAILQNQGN
HKDC1 inhibitor – HKDC1 hexokinase inhibitors, primary screen, biochemical, fluorescence, uHTS. actives 0.16% (n = 340,000). recombinant HKDC1, G6PDH/diaphorase resazurin coupled fluorescence. Q2TB90. inhibition, % at 20 µM. AID 493160, 2011;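 active means inhibition above about 35% when tested at 20 µM, limit read from the data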;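 further: plate controls were DMSO wells with enzyme for no effect and DMSO wells lacking enzyme for full effect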
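Incubation: 90 min at room temperature in dark / Material: recombinant HKDC1 (HK5) hexokinase enzyme, produced in-house / Quantity: enzyme 5 µg/mL final / Compound: one dose of 20 µM, 1% DMSO / Reagent: glucose and ATP substrates / Buffer or medium: Tris pH 8.0 buffer with MgCl2, Tween-20, BSA, BME / Technique: resorufin fluorescence at 613 nm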
An asterisk follows results filed as active.

| No. | ATG4B inhibitor | mIAP activ | mol | PfG6PD inh | hIAP act | hIAP inh | mIAP inh | APOBEC3A inh | HKDC1 inhibitor |
| --- | --- | --- | --- | --- | --- | --- | --- | --- | --- |
| 1 | -1 | 0.95 | CCn1nc(C(=O)OCc2c(C)noc2C)c2ccccc2c1=O | 3 | 1 | 0 | 4 | 5 | 3 |
| 2 | -12 | 0.91 | CC(=O)Nc1ccc(NC(=O)CSC2=NS(=O)(=O)c3cc(F)ccc3N2)cc1 | -12 | 1 | -5 | 9 | -6 | -4 |
| 3 | -8 | 1.1 | CCCSc1nc(O)c(C2OC(=O)c3c2ccc(OC)c3OC)c(=O)n1-c1ccccc1 (stereo not given) | -28 | 1.1 | -6 | -11 | 1 | -4 |
| 4 | -26 | 1 | Cc1cc2ncc(-c3cccc(Cl)c3)cn2n1 | 7 | 0.93 | 7 | 0 | 2 | -2 |
| 5 | -9 | 0.98 | Fc1ccc(N/N=C2/CCSc3sccc32)c(F)c1 | 7 | 1 | 0 | 2 | -2 | 0 |
| 6 | -5 | 0.99 | CCN(CC)CCNC(=O)c1cc2cc3ccc(OC)cc3nc2o1 | 8 | 0.97 | 3 | 1 | 3 | -6 |
| 7 | -6 | 1 | NC(=O)NC(Cc1ccccc1)C(=O)NCC1(N2CCCCC2)CCCCC1 (stereo not given) | -4 | 0.98 | 2 | -5 | 2 | -2 |
| 8 | -3 | 0.93 | OCc1c(Cl)nc2ccccn12 | 2 | 1.1 | -15 | 8 | -2 | -5 |
| 9 | 2 | 0.91 | Cn1c(SCc2cccc(Cl)c2)nc(C(F)(F)F)cc1=O | 2 | 1.1 | -14 | 9 | 0 | 6 |
| 10 | -9 | 0.85 | CC(C)=NN/C(N)=N/C(=S)Nc1ccc(C)cc1 | 0 | 0.93 | 7 | 15 | -3 | -2 |
| 11 | 7 | 0.95 | CCOC(=O)c1nnc(-c2ccccc2)nc1Oc1ccccc1Cl | -5 | 1.1 | -10 | 5 | -2 | 3 |
| 12 | 2 | 1 | COC(=O)c1ccccc1SCC(=O)Nc1ccc(N2CCOCC2)cc1 | -1 | 1.1 | -13 | 0 | -3 | 0 |
| 13 | -2 | 0.96 | Cc1ccc(S(=O)(=O)N(C)C)cc1NC(=O)CSc1ncn[nH]1 | 4 | 1 | -1 | 4 | -3 | -2 |
| 14 | -10 | 0.99 | CC(Oc1ccc(F)cc1)c1ccnc2nc(/N=C/N(C)C)nn12 (stereo not given) | -2 | 1.1 | -14 | 1 | -2 | -7 |
| 15 | -1 | 1.1 | O=C(CSc1nncs1)NC(=O)NCc1ccccc1 | 13 | 1 | -1 | -6 | -4 | -14 |
| 16 | -2 | 1 | CCOc1ccc2c(c1)c1nnc(SCC(=O)N3CCCCC3C)nc1n2C (stereo not given) | -1 | 0.98 | 2 | -1 | 3 | 14 |
| 17 | 6 | 0.98 | COc1ccc(NC(=O)C2=NNC(=O)CC2)cc1S(=O)(=O)N1CCCCC1 | -6 | 1 | -5 | 2 | 8 | -11 |
| 18 | 36 | 0.96 | Clc1ccc(-c2csc(N/N=C/c3ccco3)n2)cc1 | 36 | 0.94 | 6 | 4 | -4 | 1 |
| 19 | -3 | 1 | C(=N\N1CCOCC1)/c1ccsc1 | -2 | 0.98 | 2 | -4 | 1 | -5 |
| 20 | -1 | 0.98 | Cc1onc(CO)c1C(=O)Nc1nccs1 | -6 | 1.1 | -12 | 2 | -5 | -8 |
| 21 | 0 | 0.97 | NC(=O)CSc1ccc(S(=O)(=O)N2CCOCC2)cn1 | 17 | 0.9 | 10 | 3 | 18 | 2 |
| 22 | 3 | 1.1 | CC(=O)NC12CC3CC(C1)CC(C(=O)NCC(=O)Nc1c(C)cc(C)cc1C)(C3)C2 | -15 | 0.84 | 16 | -12 | -4 | -7 |
| 23 | -2 | 1.1 | CCN(c1ccccc1)S(=O)(=O)c1ccc(C(=O)N(CCCN(C)C)c2nc3cc4c(cc3s2)OCO4)cc1 | 34 | 0.99 | 1 | -15 | -4 | -4 |
| 24 | -14 | 0.91 | O=C1C(=O)N(Cc2ccco2)C(c2cccs2)/C1=C(\O)c1cccc([N+](=O)[O-])c1 (stereo not given) | 25 | 1 | 0 | 9 | 5 | -1 |
| 25 | -18 | 0.85 | COc1ccc(OC)c(-c2nnc3n2N=C(c2ccc(OC)c(OCC4CC4)c2)CS3)c1 | 14 | 1 | 0 | 15 | -3 | 4 |
| 26 | -11 | 1.1 | COc1cc2[nH]c(C(=O)Nc3ccc4c(c3)OCCO4)cc2c(OC)c1OC | 12 | 0.94 | 6 | -10 | -4 | -1 |
| 27 | 1 | 0.98 | Cc1ccc(CC(CC(=O)O)C(=O)Nc2ccc(Cl)cc2)cc1 (stereo not given) | -9 | 0.84 | 16 | 2 | -5 | 0 |
| 28 | 5 | 0.99 | COC(=O)NC(=C(Cl)Cl)S(=O)(=O)c1ccccc1 | -5 | 1.1 | -14 | 1 | 2 | 6 |
| 29 | -19 | 0.94 | CN(c1ccc(F)cc1)S(=O)(=O)c1ccc(Cl)c(C(=O)OCC(=O)NCc2ccco2)c1 | -3 | 0.98 | 2 | 6 | 2 | -4 |
| 30 | -2 | 1 | COc1ccc(COC(=O)CNC(=O)C2CCCCC2)cc1F | 3 | 1 | -1 | -2 | -2 | -5 |
| 31 | 6 | 0.97 | CCOC(=O)C1=C(N)OC2=C(C(=O)CC(C)(C)C2)C1c1ccoc1 (stereo not given) | 0 | 1 | 0 | 3 | 1 | 4 |
| 32 | 9 | 1 | CCOC(=O)CC1CCCCN1C(=O)c1ccc2oc(CCc3ccccc3)nc2c1 (stereo not given) | 4 | 1 | -2 | -1 | -1 | -1 |

Gathered by group: those above containing a halogen.
| No. | ATG4B inhibitor | mIAP activ | mol | PfG6PD inh | hIAP act | hIAP inh | mIAP inh | APOBEC3A inh | HKDC1 inhibitor |
| --- | --- | --- | --- | --- | --- | --- | --- | --- | --- |
| 2 | -12 | 0.91 | CC(=O)Nc1ccc(NC(=O)CSC2=NS(=O)(=O)c3cc(F)ccc3N2)cc1 | -12 | 1 | -5 | 9 | -6 | -4 |
| 4 | -26 | 1 | Cc1cc2ncc(-c3cccc(Cl)c3)cn2n1 | 7 | 0.93 | 7 | 0 | 2 | -2 |
| 5 | -9 | 0.98 | Fc1ccc(N/N=C2/CCSc3sccc32)c(F)c1 | 7 | 1 | 0 | 2 | -2 | 0 |
| 8 | -3 | 0.93 | OCc1c(Cl)nc2ccccn12 | 2 | 1.1 | -15 | 8 | -2 | -5 |
| 9 | 2 | 0.91 | Cn1c(SCc2cccc(Cl)c2)nc(C(F)(F)F)cc1=O | 2 | 1.1 | -14 | 9 | 0 | 6 |
| 11 | 7 | 0.95 | CCOC(=O)c1nnc(-c2ccccc2)nc1Oc1ccccc1Cl | -5 | 1.1 | -10 | 5 | -2 | 3 |
| 14 | -10 | 0.99 | CC(Oc1ccc(F)cc1)c1ccnc2nc(/N=C/N(C)C)nn12 (stereo not given) | -2 | 1.1 | -14 | 1 | -2 | -7 |
| 18 | 36 | 0.96 | Clc1ccc(-c2csc(N/N=C/c3ccco3)n2)cc1 | 36 | 0.94 | 6 | 4 | -4 | 1 |
| 27 | 1 | 0.98 | Cc1ccc(CC(CC(=O)O)C(=O)Nc2ccc(Cl)cc2)cc1 (stereo not given) | -9 | 0.84 | 16 | 2 | -5 | 0 |
| 28 | 5 | 0.99 | COC(=O)NC(=C(Cl)Cl)S(=O)(=O)c1ccccc1 | -5 | 1.1 | -14 | 1 | 2 | 6 |
| 29 | -19 | 0.94 | CN(c1ccc(F)cc1)S(=O)(=O)c1ccc(Cl)c(C(=O)OCC(=O)NCc2ccco2)c1 | -3 | 0.98 | 2 | 6 | 2 | -4 |
| 30 | -2 | 1 | COc1ccc(COC(=O)CNC(=O)C2CCCCC2)cc1F | 3 | 1 | -1 | -2 | -2 | -5 |
